# Screening data deposited in PubChem by National Center for Advancing Translational Sciences (NCATS).
# IDH1 R132H inh: human IDH1 R132H inhibition; hit rate 0.093% among 390,000; Potency, µM (top dose mostly 76.6 µM), for the others: at the highest dose activity change, negative = inhibition, usual class: inhibitors; IDH1-R132H enzyme, NADPH consumption, diaphorase/resazurin fluorescence; further: potency means the concentration at half of the fitted maximal effect; on the % scale 0 is the no-effect control and ±100 the full control effect; nearly all actives have a fitted effect of over 65% in size
#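 IDH1-R132H (0.5 ug/mL) preincubated 30 min with compound, then NADPH (0.016 mM) and alpha-KG (2 mM) added; 80 min at RT, pH 7.5. Remaining NADPH coupled via diaphorase/resazurin to fluorescence (540/590 nm); concentration-response curves normalized to no-enzyme control.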
# USP1-UAF1 inh: blocks the human USP1/UAF1 deubiquitinase complex; recombinant USP1/UAF1, Ub-Rhodamine cleavage fluorescence; O94782; Potency, µM (series often up to 57.1 µM), inactives show at the top dose activity change, negative = inhibition, actives largely listed as inhibitors; hit rate 0.23% among 390,000; further: potency means the concentration at half of the fitted maximal effect; on the % scale 0 is the no-effect control and ±100 the full control effect; nearly all actives have a fitted effect of over 60% in size; inactives centre near -12
#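 USP1/UAF1 complex at 1 nM was preincubated with compound for 15 min at room temperature, then Ub-Rho substrate (150nM final) was added. Fluorescence (480/540 nm) was read kinetically, 6 reads every 60 seconds.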
# TrxR1 inh: blocks rat thioredoxin reductase 1 | hit rate 1% among 390,000 | recombinant rTrxR1, NADPH fluorescence consumption, selenite substrate | O89049 | Potency, µM (series often up to 114 µM), for inactives: top-dose activity change, negative = inhibition, hits mostly inhibitors; further: potency means the concentration at half of the fitted maximal effect; on the % scale 0 is the no-effect control and ±100 the full control effect; nearly all actives have a fitted effect of over 65% in size
#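 Rat TrxR1 (90 nM in the dispensed reagent) was pre-reduced with 400 uM NADPH for 5 min at room temperature, then incubated with compound for 15 min. After 400 uM selenite was added, NADPH fluorescence (Ex 340/Em 450 nm) was followed for 8 min.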
# PI4K2A inh: inhibitors of human PI4K2A. AID 1346378. Q9BTU6. hit rate 0.13% among 420,000. purified PI4K2A, ADP-Glo luminescence, 1 h; active compounds read low. activity change, negative = inhibition, % at 76.9 µM; in the data active means activity change below about -50%; inconclusive means mostly about -30% to -49%;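 further: -100% = wells without enzyme as full effect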
# Target sequence (Q9BTU6 whole entry, looked up): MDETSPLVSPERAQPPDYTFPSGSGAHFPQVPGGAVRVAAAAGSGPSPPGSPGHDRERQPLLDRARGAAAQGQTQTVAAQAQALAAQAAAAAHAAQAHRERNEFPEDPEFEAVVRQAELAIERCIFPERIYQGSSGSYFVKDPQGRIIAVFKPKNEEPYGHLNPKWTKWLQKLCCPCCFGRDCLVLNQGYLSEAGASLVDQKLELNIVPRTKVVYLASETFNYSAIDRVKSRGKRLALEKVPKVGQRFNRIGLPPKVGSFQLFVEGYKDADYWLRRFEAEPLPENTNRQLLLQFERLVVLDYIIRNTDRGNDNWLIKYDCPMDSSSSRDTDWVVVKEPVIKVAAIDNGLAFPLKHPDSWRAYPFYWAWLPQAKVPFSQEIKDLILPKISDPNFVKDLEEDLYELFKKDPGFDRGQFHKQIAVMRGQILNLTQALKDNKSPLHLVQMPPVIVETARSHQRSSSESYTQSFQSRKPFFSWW
#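 Compounds are screened against recombinant PI4K2A using PI as substrate and ATP, the latter dispensed at 300 microM. Reactions run one hour at ambient temperature before ADP-Glo detection; full inhibition defined by wells lacking enzyme.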
# D2 antagonist: antagonists of human D2 dopamine receptor. hit rate 2% among 340,000. P14416. HEK293 TREx D2 cells, calcium flux, dopamine EC80. inhibition, % at 10 µM; in the data active means inhibition above about 30%; further: 0% is about no effect
# Target sequence (P14416 whole entry, looked up): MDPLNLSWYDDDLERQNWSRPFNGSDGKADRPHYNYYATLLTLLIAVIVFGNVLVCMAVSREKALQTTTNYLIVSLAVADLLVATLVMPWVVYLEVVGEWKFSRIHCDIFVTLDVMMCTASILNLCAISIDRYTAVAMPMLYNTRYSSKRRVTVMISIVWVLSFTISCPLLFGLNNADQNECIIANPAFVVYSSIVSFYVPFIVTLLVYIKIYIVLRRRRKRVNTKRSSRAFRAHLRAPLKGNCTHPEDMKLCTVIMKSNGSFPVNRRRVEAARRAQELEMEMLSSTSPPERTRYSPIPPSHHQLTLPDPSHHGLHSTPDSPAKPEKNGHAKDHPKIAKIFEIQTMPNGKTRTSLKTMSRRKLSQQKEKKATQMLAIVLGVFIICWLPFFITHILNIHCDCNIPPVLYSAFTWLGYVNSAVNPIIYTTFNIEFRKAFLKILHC
#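 Tetracycline-induced HEK293 TREx cells expressing D2 receptor forced-coupled to calcium signalling, loaded with no-wash calcium dye. Compounds added and calcium flux read 180 s, then dopamine added at EC80 and read a further 180 s.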
# D2 ag: D2 dopamine receptor (human) agonism | HEK293 T-REx D2 cells, calcium flux agonist mode | P14416 | hit rate 0.53% among 340,000 | activation, % at 2 µM | AID 485358;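 active means activation over 3 SD above normal in the single-dose calcium agonist read, cut at about 30% in these data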; further: 0% is about no effect
#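 Agonism is scored from calcium flux in a force-coupled, inducible HEK293 cell line expressing D2, read kinetically for 180 s after compound addition against dopamine controls.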
# TrxR1 substrate: is turned over as a substrate by rat TrxR1; purified TrxR1 substrate turnover, NADPH consumption readout; O89049; hit rate 0.01% among 390,000; Potency, µM (highest dose often 114 µM), for the others: at the highest dose activity change, negative = substrate turnover; AID 588456; further: potency means the concentration at half of the fitted maximal effect; on the % scale 0 is the no-effect control and ±100 the full control effect; nearly all actives have a fitted effect of over 50% in size
#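 Rat TrxR1, dispensed at 90 nM, was prereduced with 400 uM NADPH (final) for 5 min at ~22 deg C, then incubated with compound 15 min before 400 uM selenite. A first-read NADPH fluorescence drop versus no-compound background flagged substrates.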
# TRHR agonist: activates the human TRH receptor; TRHR cells, calcium flux fluo-8, FDSS agonist mode; activation, % at 2 µM; AID 493084; hit rate 0.18% among 360,000; P34981; in the data active means activation above about 30%; further: 0% is about no effect
#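 In this calcium-flux screen, cells bearing human TRHR are dye-loaded with fluo-8, baselined for 10 cycles, then exposed to library compounds; positive kinetic calcium responses during the agonist phase mark hits, with TRH as control.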
# TRHR enhancer: allosteric enhancers of human TRH receptor. AID 493056. hit rate 0.66% among 360,000. P34981. enhancement, % at 2 µM. TRHR cells, fluo-8 calcium fluorescence, EC20 TRH enhancement; in the data active means enhancement above about 30%; further: 0% is about no effect
#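 Enhancer read-out: after compound pinning and an initial kinetic agonist-mode read, an EC20 of TRH (10 nM final) was injected and fluo-8 calcium signal (Ex 480/Em 530) followed at 1 s/cycle for 100 cycles in TRHR-expressing cells.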
# An asterisk follows results filed as active; ? = inconclusive; · = not tested or not shown; [ ] = dose if it differs, or a comment. Unless noted, the call rests on the fitted dose curve; in most records, active means well fitted inhibition curve with a large enough effect; inconclusive means small, poorly fitted or top-dose-only effect; inactive means no such curve, though single readings can be large or run the other way.
SMILES,IDH1 R132H inh,USP1-UAF1 inh,TrxR1 inh,PI4K2A inh,D2 antagonist,D2 ag,TrxR1 substrate,TRHR agonist,TRHR enhancer
CC(C)c1ccc(CN(C)CC(O)c2ccccc2)cc1 (stereo unspecified),9.4%,-7.4%,22.1%[57.1 µM],4.7,14.2,-0.1,-11.2%[57.1 µM],0.1,1.1
O=C(Cc1ccc(Cl)c(Cl)c1)N/N=C/c1cccnc1,2.8%,-10.7%,3.6%,-0.9,4.8,-0.8,1.8%,0.3,1.2
CCCCc1cc(=O)oc2cc(OCC(=O)NCc3ccccn3)ccc12,-1.8%,-12.3%,22.5%,-10.1,-14.9,0.0,24.8%,-0.9,2.7
CCOc1cc(NC(=S)NCCCN2CCOCC2)c(OCC)cc1NC(=O)c1ccc(C)cc1,11.9%,0.4%,?,1.3,-4.5,-0.1,7.2%,-0.5,12.1
CCCCS(=O)(=O)N1CCC(C(=O)NCC2CCCO2)CC1 (stereo unspecified),-2.1%,-2.3%,36.7%[activator],-1.3,-16.2,-1.0,8.0%,3.3,-7.7
CCN(CC)CCCN1C(=O)C(O)=C(C(C)=O)C1c1cccc(OC)c1 (stereo unspecified),·,·,·,·,-4.2,-0.4,·,0.2,-5.1
CCOc1ccccc1C1C(C(N)=O)=C(C)Nc2nc(-c3cccc(C)c3)nn21 (stereo unspecified),1.4%,3.3%,33.0%[57.1 µM],-0.3,2.3,-0.9,3.6%[57.1 µM],0.2,2.5
O=C(NCc1ccccc1)C1=C[C@H](C2CC2)C[C@H](OCCCCO)O1,-6.6%,-28.1%,12.9%[57.1 µM],-3.7,-5.8,0.0,10.9%[57.1 µM],-0.4,0.3
CCN(c1ccc(NC(=O)COC(=O)c2ccc3ccccc3n2)cc1)C(C)C,8.8%,-3.9%,20.5%,3.1,3.2,-0.7,0.6%,-0.5,6.0
CC1CCCN(C(=O)Cc2ccc(F)cc2)C1 (stereo unspecified),7.1%,-10.2%,11.4%[57.1 µM],-4.3,4.3,0.2,11.0%[57.1 µM],0.0,-2.0
Cc1cc(C)cc(NC(=O)CN2CCN(c3ncccn3)CC2)c1,5.7%,-10.2%,27.0%,-10.5,-1.6,-1.0,13.2%,0.1,6.0
O=C1c2ccc3c4c(ccc(c24)C(=O)N1c1cccc(O)c1)C(=O)N(c1cccc(O)c1)C3=O,0.9%,-26.3%,26.5%,-3.4,15.1,-0.3,6.1%,-0.8,-11.2
O=C(c1cccc2cccc(O)c12)N1CCCCC1,4.3%,-22.8%,?,1.5,-12.6,0.4,-4.0%,0.8,-13.2
O=C(Nc1ccccc1Cl)O/N=C/c1ccncc1,8.9%,6.7%,18.1%,1.9,·,·,9.0%,·,·
Cc1ccc(NC(=O)CSc2ncccc2C(=O)Oc2cccc([N+](=O)[O-])c2)cc1Cl,0.1%,-17.5%,-9.6%,9.0,0.2,0.1,-5.9%,0.1,6.4
COC(=O)c1cc(NC(=O)c2cc3sccc3n2Cc2ccc(Cl)cc2)cc(C(=O)OC)c1,-1.5%,-20.5%,24.7%,0.3,·,0.9,4.1%,0.9,-0.9
COc1cc(C2C(c3ccccc3)C(c3cc(OC)cc(=O)o3)C2c2ccccc2)oc(=O)c1 (stereo unspecified),-17.1%,12.0%,5.1%,2.7,·,·,-6.1%,·,·
N[C@@H](Cc1ccccc1)C(=O)N1CCOCC1,-9.7%,-29.9%,17.5%[57.1 µM],2.6,-3.8,-0.7,4.3%,0.0,-2.1
O=c1c(-c2ccccc2)cnc2n1CCS2,1.2%,-20.8%,12.8%,0.7,-6.3,0.8,8.4%,-0.2,-2.2
CCn1c(/C=C/Nc2ccccc2)[n+](CC)c2ccc(C(=O)OCC(F)(F)F)cc21,8.0%,-9.2%,3.0%[57.1 µM],-2.0,-5.2,-0.3,9.0%[57.1 µM],0.2,0.1
COc1ccc2c(C)c(CCC(=O)NCCc3ccc(OC)c(OC)c3)c(=O)oc2c1,-9.5%,-16.7%,10.8%,-10.8,·,2.9,27.6%,-0.5,2.6
O=c1c2ccccc2ncn1CCOCCOc1ccc([N+](=O)[O-])cc1,-5.1%,-6.5%,13.6%[57.1 µM],4.0,3.8,0.9,-8.4%,0.4,0.4
CC(=O)c1cccc(OCc2cc(C(=O)NCCC3=CCCCC3)no2)c1,3.2%,-19.1%,-4.1%,-0.1,3.3,0.1,-10.3%,-0.4,-1.5
CCS(=O)(=O)c1ccc2oc(Nc3ccccc3Br)nc2c1,3.2%,-19.9%,8.1%,2.3,11.7,0.1,1.5%,-2.1,-2.8
CCCc1cc(=O)[nH]c(Nc2cccc(Cl)c2Cl)n1,-6.2%,-16.4%,11.4%,-0.4,·,-1.1,3.6%,-0.1,5.0

# Next part:
SMILES,IDH1 R132H inh,USP1-UAF1 inh,TrxR1 inh,PI4K2A inh,D2 antagonist,D2 ag,TrxR1 substrate,TRHR agonist,TRHR enhancer
CCOC(=O)C(CC)Sc1nc(N)c(NC(=O)c2ccc(OC)c(OC)c2)c(=O)[nH]1 (stereo unspecified),-3.9%,-15.1%,20.4%[57.1 µM],-0.8,4.6,-0.1,4.7%[57.1 µM],0.8,0.9
CC1CC(C)CN(c2ccc([N+](=O)[O-])nc2)C1 (stereo unspecified),-4.6%,-25.6%,-6.8%,-4.0,-6.5,-0.7,-10.7%,-0.9,1.9
O=C(CSc1nc2ncccc2[nH]1)NC1CCCCC1,-2.1%,-12.4%,28.9%,0.4,-5.7,2.0,8.3%,0.3,5.3
COc1ccc(C)cc1NC(=O)C(=O)NNC(=O)c1ccco1,-5.7%,-8.2%,-7.8%,0.2,·,·,-12.9%,0.2,2.6
Cc1cccc(OCC(=O)N2CCN(C(=O)c3ccc([N+](=O)[O-])cc3)CC2)c1,-1.4%,-12.8%,7.9%[57.1 µM],-3.4,22.4,-0.4,-1.5%[57.1 µM],-0.7,-3.8
O=C1OCC(CC2=C(O)C(=O)OC2)=C1O,-0.4%,?,5.1%[2.29 µM],1.4,·,·,9.0%[57.1 µM],·,·
COc1ccc(CCNC(=O)CN2C(=O)NC3(CCCCC3C)C2=O)cc1 (stereo unspecified),4.8%,2.1%,6.0%,10.1,·,·,3.0%,·,·
Nc1c(-c2n[nH]c(=S)n2-c2ccc(Cl)cc2Cl)cnn1-c1ccccc1,6.9%,?,?,0.7,-11.8,3.9,-15.8%[57.1 µM],1.2,4.8
CCOC(=O)c1c(S(=O)(=O)N2CCCC(C(=O)NCc3ccc(Cl)cc3)C2)c(C)n(C)c1C (stereo unspecified),12.8%,-20.8%,3.3%[57.1 µM],-5.4,·,-0.9,-7.0%[57.1 µM],-0.8,-0.2
COc1cc2nc(N(C)C)nc(N)c2cc1OC,6.8%,-15.2%,10.4%[57.1 µM],-9.7,-18.8,0.4,54.4%[activator][57.1 µM],0.4,2.6
COc1cc(/C=C/C(=O)N(C)CC(=O)Nc2ccccc2SC)cc(OC)c1OC,0.5%,-18.7%,-17.9%,2.8,·,·,4.4%,·,·
O=C1CCCCC/C1=N/Nc1ccc(OCc2ccccc2)cc1,4.6%,-11.2%,-17.7%,-16.3,·,·,2.2%,0.1,-5.5
COc1ccc(NC(=O)C(CC(C)C)NC(=O)C2CCC(C)CC2)c(OC)c1 (stereo unspecified),-6.4%,-2.4%,-13.1%,-1.9,8.4,-0.4,-14.8%,-0.2,5.6
O=C(Nn1cnc2ccccc2c1=O)c1c(F)cccc1F,7.3%,5.0%,10.8%,-0.6,2.9,1.2,-0.3%,1.2,7.3
COc1ccc(NC(=O)Cn2nnc3ccccc32)c([N+](=O)[O-])c1,-7.0%,0.7%,24.1%[57.1 µM],1.7,-4.3,2.6,0.4%[57.1 µM],-0.1,-3.1
CCOc1ccc(C2C=C(c3ccccc3)Nc3ncnn32)cc1 (stereo unspecified),·,·,·,·,-4.8,1.8,·,3.0,-4.5
N#C/C(=C1\CCCN1)c1nc2ccccc2c(=O)[nH]1,5.0%,-15.9%,-6.3%,-1.8,13.1,-0.2,-12.1%,0.2,-2.2
Nc1cccc(C(=O)OCC(=O)Nc2cccc3c2C(=O)c2ccccc2C3=O)c1,3.6%,-5.6%,55.3%[57.1 µM],-6.3,-1.8,0.7,13.8%,0.1,-3.2
CCCn1c(=O)[nH]c(=O)c2c1nc(-c1ccc(OC(F)F)cc1)n2CCN1CCOCC1,3.4%,-8.5%,11.6%[57.1 µM],-1.0,7.6,0.2,-5.4%,0.4,3.1
CC(=O)Nc1ccc(S(=O)(=O)N2CCN(C(=O)c3ncoc3-c3ccc(C)cc3)CC2)cc1,1.3%,-21.0%,10.8%[57.1 µM],-0.8,1.2,-0.7,-20.6%[57.1 µM],-1.2,5.8
Cc1ccccc1-c1nc(CN2CCC(C(=O)NCCCN3CCCC3)CC2)c(C)o1,1.3%,-0.7%,4.2%,1.0,14.4,0.6,-3.5%,0.8,1.3
COc1cc(OC)cc(C(=O)N[C@H](C(=O)NCc2ccco2)C(C)C)c1,-15.4%,-14.6%,2.0%,-0.7,3.8,-0.2,-5.7%,-0.8,-11.4

# Record cards, from the list above.
# CCOC(=O)C(CC)Sc1nc(N)c(NC(=O)c2ccc(OC)c(OC)c2)c(=O)[nH]1 (stereo unspecified) as listed: IDH1 R132H inh = -3.9%; USP1-UAF1 inh = -15.1%; TrxR1 inh = 20.4%[57.1 µM]; PI4K2A inh = -0.8; D2 antagonist = 4.6; D2 ag = -0.1; TrxR1 substrate = 4.7%[57.1 µM]; TRHR agonist = 0.8; TRHR enhancer = 0.9
# CCOC(=O)c1c(S(=O)(=O)N2CCCC(C(=O)NCc3ccc(Cl)cc3)C2)c(C)n(C)c1C (stereo unspecified) as listed: IDH1 R132H inh = 12.8%; USP1-UAF1 inh = -20.8%; TrxR1 inh = 3.3%[57.1 µM]; PI4K2A inh = -5.4; D2 antagonist = ·; D2 ag = -0.9; TrxR1 substrate = -7.0%[57.1 µM]; TRHR agonist = -0.8; TRHR enhancer = -0.2
